Compound activity from PubChem.
ERG-DNA inh: qHTS for Small Molecule Inhibitors of the ERG Ets/DNA interaction; Transcriptional regulator ERG (Homo sapiens), P11308; fluorescence polarization, His-ERG Ets domain / labelled DNA; Potency, µM (top dose mostly 76.9 µM), for the others: top-dose FP activity, negative = inhibition, most hits filed as inhibitors; 0.028% of 370,000 active; active means well fitted inhibition curve with a large enough effect in the polarisation, with a control signal flat; inconclusive means small, poorly fitted or top-dose-only effect, or effect the other way, or a change in a side signal; inactive means no such curve, though single readings can be large or run the other way; the % refers to the polarisation;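 further: polarization taken with two DNA probes labelled with fluorescein and Texas red; potency means the concentration at half of the fitted maximal effect; % of control where 0% means no effect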
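His-tagged ERG Ets domain (1 uM in the protein solution; 300mM KCl, 50mM Tris-HCl, 1mM EDTA, 1mM DTT, pH 7.5) received compound, then a probe mix of 5 nM fluorescein-DNA and 100nM Texas-615-DNA. Fluorescence polarization was read for both dyes.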
POLK inh: qHTS for Inhibitors of Polymerase Kappa | DNA polymerase kappa (Homo sapiens), Q9UBT6 | purified Pol kappa, fluorescent DNA synthesis assay, 10 min | Potency, µM (doses to about 107 µM), inactives show top-dose activity, negative = inhibition, hits mostly inhibitors | 0.53% of 400,000 active; further: potency means the concentration at half of the fitted maximal effect; on the % scale 0 is the no-effect control and ±100 the full control effect
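10 nM Pol kappa was preincubated with compounds for 15 min at room temperature. Reaction started with 50 nM (final) substrate. Fluorescence read kinetically at 0 and 10 min.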
APE1 inh: qHTS Assay for Inhibitors of the Human Apurinic/apyrimidinic Endonuclease 1 (APE1); DNA repair nuclease/redox regulator APEX1 (Homo sapiens), P27695; recombinant APE1, TAMRA/BHQ-2 abasic DNA cleavage fluorescence; Potency, µM (top dose mostly 65.8 µM), without a hit: at the highest dose activity change, negative = inhibition, hits mostly inhibitors; 0.35% of 350,000 active;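 further: potency means the concentration at half of the fitted maximal effect; plate controls were vehicle for no effect and reference inhibitor for full effect; nearly all actives have a fitted effect of over 55% in size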
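Compound pre-exposure to 0.75 nM APE1, 15 min at ambient temperature. Reaction initiated with 50 nM TAMRA/BHQ-2 THF substrate, read immediately in kinetic mode, 525 nm excitation, 598 nm emission.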
BLM helicase inh: qHTS Assay for Inhibitors of Bloom's syndrome helicase (BLM); RecQ-like DNA helicase BLM (Homo sapiens), P54132; recombinant BLM DNA unwinding, fluorescence dequenching; Potency, µM (titrated, usually from 56.1 µM), inactives show top-dose activity change, negative = inhibition, hits mostly inhibitors; 0.2% of 350,000 active;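 further: potency means the concentration at half of the fitted maximal effect; plate controls were vehicle for no effect and no enzyme for full effect; nearly all actives have a fitted effect of over 35% in size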
TRHR agonist: qHTS for Small Molecule Agonists and Allosteric Enhancers of Human TRH Receptor: Primary Screen for Agonists; Thyrotropin-releasing hormone receptor (Homo sapiens), P34981; TRHR cells, calcium flux fluo-8, FDSS agonist mode; activation, % at 2 µM; 0.18% of 360,000 active; AID 493084, 2011; in the data active means activation above about 30%; further: 0% is about no effect
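TRHR-expressing cells, plated overnight in medium with 10% serum, were loaded with fluo-8 calcium dye at room temperature. After a 10 s baseline, library compound was pin-added and calcium release was recorded kinetically (ex 480/em 530) as agonist response.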
12-LOX inh: Primary qHTS assay for inhibitors of human arachidonate 12S-lipoxygenase (ALOX12): Round 2; Polyunsaturated fatty acid lipoxygenase ALOX12 (Homo sapiens), P18054; purified 12hLO, xylenol orange hydroperoxide absorbance; Potency, µM (titrated, usually from 108 µM), inactives show at the highest dose activity change, negative = inhibition, usual class: inhibitors; 1.1% of 580,000 active; further: potency means the concentration at half of the fitted maximal effect; on the % scale 0 is the no-effect control and ±100 the full control effect
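Purified human 12hLO (150 nM final) in 25 mM Hepes, 0.01% Triton X-100, pH 7.0 was preincubated 15 min at room temperature with compound. Then 40 uM arachidonic acid was added, 30 min. Hydroperoxide was read by Fe-XO absorbance ratio 573/405 nm.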
Pol beta inh: qHTS Assay for Inhibitors of DNA Polymerase Beta; P06746; Potency, µM (highest dose often 114 µM), for inactives: at the top dose activity change, negative = inhibition, usual class: inhibitors; 1.3% of 340,000 active; Pol beta primer extension/strand displacement, fluorescence kinetic; further: potency means the concentration at half of the fitted maximal effect; on the % scale 0 is the no-effect control and ±100 the full control effect
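Human Pol beta at 10 nM; strand-displacement substrate 50 nM final. Compound exposure 15 min at room temperature before start, reaction 10 min at room temperature.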
Apoferritin bind: qHTS Assay for Identification of Novel General Anesthetics | Ferritin light chain (Equus caballus), P02791 | apoferritin/1-aminoanthracene competitive binding, fluorescence | Potency, µM (highest dose often 77.5 µM), without a hit: at the highest dose activity change, negative = displacement, actives largely listed as inhibitors | 0.074% of 350,000 active | AID 485281, 2010; further: potency means the concentration at half of the fitted maximal effect; on the % scale 0 is the no-effect control and ±100 the full control effect; nearly all actives have a fitted effect of over 20% in size
Target sequence (P02791 2-175 limits assumed): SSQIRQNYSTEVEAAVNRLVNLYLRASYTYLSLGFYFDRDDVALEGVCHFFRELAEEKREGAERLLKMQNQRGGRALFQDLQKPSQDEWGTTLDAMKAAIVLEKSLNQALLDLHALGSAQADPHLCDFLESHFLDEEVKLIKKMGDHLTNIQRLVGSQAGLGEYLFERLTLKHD
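Horse-spleen apoferritin (10 uM) was mixed with 50% saturated 1-aminoanthracene in PBS, exposed to compounds for 10 min at room temperature, and read for fluorescence (ex 380 nm, em 535 nm). Competitive displacement was fitted with a four-parameter Hill equation.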
POLI inh: qHTS for Inhibitors of Polymerase Iota; DNA polymerase iota (Homo sapiens), Q9UNA4; Pol iota fluorescent replication assay, 10 min; Potency, µM (titrated, usually from 115 µM), inactives show top-dose activity, negative = inhibition, actives largely listed as inhibitors; 1% of 390,000 active; AID 588590, 2011; further: potency means the concentration at half of the fitted maximal effect
Target sequence (Q9UNA4 whole entry, looked up): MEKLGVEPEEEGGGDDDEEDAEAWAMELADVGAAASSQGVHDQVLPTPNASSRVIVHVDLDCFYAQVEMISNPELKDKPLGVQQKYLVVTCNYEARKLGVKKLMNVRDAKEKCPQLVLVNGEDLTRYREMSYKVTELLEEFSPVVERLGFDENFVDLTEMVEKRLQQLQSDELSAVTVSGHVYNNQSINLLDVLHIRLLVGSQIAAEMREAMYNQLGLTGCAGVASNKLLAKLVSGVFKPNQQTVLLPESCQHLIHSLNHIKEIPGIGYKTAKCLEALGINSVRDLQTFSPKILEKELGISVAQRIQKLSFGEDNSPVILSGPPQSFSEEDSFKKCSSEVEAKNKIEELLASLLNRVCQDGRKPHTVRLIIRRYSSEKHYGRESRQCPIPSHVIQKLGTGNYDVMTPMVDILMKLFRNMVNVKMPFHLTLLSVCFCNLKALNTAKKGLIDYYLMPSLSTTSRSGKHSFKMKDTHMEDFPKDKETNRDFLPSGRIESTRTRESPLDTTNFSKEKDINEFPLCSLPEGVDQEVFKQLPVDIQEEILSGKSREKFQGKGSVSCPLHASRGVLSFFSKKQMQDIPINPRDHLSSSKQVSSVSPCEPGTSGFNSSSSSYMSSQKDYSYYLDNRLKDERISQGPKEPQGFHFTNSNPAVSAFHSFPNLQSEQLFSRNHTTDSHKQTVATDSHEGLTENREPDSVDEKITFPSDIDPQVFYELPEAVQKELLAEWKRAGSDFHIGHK
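Fluorescent replication assay read twice, at 0 min and 10 min after adding 50 nM (final) substrate. Enzyme (10 nM) and compounds were first incubated 15 min at room temperature; enzyme-free buffer wells were negative controls.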
An asterisk follows results filed as active; ? = inconclusive; . = not tested or not shown; & = joins results of further samples; [ ] = dose if it differs, or a comment. Unless noted, the call rests on the fitted dose curve; in most records, active means well fitted curve in the direction sought with a large enough effect; inconclusive means small, poorly fitted or top-dose-only effect, or another doubt; inactive means no such curve, though single readings can be large; an effect the other way counts as inactive or inconclusive. Not all compounds are listed; the hit share may differ from the screen's.

Compound | ERG-DNA inh | POLK inh | APE1 inh | BLM helicase inh | TRHR agonist | 12-LOX inh | Pol beta inh | Apoferritin bind | POLI inh
CC(C)C(=O)c1cn(CC(=O)N2CCCc3ccccc32)c2ccccc12 | -9% | -16% | 13% | -5% | -0.8 | -2% | 30% | -13% | 3%
NC(=O)c1ccsc1NC(=O)COC(=O)COc1ccccc1F | -3% | -5% | 5% | 0% | 0.9 | 15% | -10%[57.1 µM] | -13% | -9%
Cc1ccc(P(=O)(CSC(=N)N)c2ccc(C)cc2)cc1 | 0% | 4% | 12% | -7% | -0.7 | -19% | -11% | -4% | 15%
COc1cc(C#N)c(NS(=O)(=O)c2ccc3[nH]c(=O)sc3c2)cc1OC | 5% | -9% | -5% | 1% | -0.1 | 0% | 19% | 6% | -11%
CCc1cc(C)c(O)c(CC)n1 | 0% | -1% | 4% | -1% | 1.5 | . | 7% | -10% | 17%
COC(=O)Cc1cc(=O)[nH]c(/N=C(\N)Nc2cccc(C)c2)n1 | 3% | -1% | -2% | -2% | 1.1 | -7% | -13% | -6% | 104%[activator]
COc1ccc(CN(C)C(=O)c2cccc(NC(=O)CC3SC(N4CCCCC4)=NC3=O)c2)c(OC)c1 (stereo not drawn) | 10% | -4% | . | . | . | -16% | . | . | 21%
COC(=O)c1[nH]c2cc(C)ccc2c1NC(=O)CN1CCN(c2ccccc2OC)CC1 | -7% | -3% | -4% | -7% | -0.9 | 7% | 1% | -13% | 21%
CC(C)c1ccc(NC2CCCN(C(=O)c3ccoc3)C2)cc1 (stereo not drawn) | 0% | -12% | 58%[activator] | -2% | -0.2 | -7% | 13% | ? | -12%
CCN(CC(=O)NCc1ccc(F)cc1)C(=O)C1CCN(S(=O)(=O)c2ccc(C(C)C)cc2)CC1 | 7% | -4% | -4% | . | 0.3 | ? | . | . | 21%
COc1ccc(CN2CCN(Cc3cc(=O)oc4cc(C)ccc34)CC2)c(OC)c1OC | -9%&0% | -12%&-1% | -10% | 4%&0% | 0.3&-0.7 | ? | 3%&10% | ? | 8%&20%
Cc1ccc(-c2cc(N)n(Cc3cccc(Cl)c3)n2)cc1 | -4% | 1% | . | -3% | 1.5 | ? | ? | 0% | -2%
COc1ccc(C(=O)Nc2nnc(SCC(=O)NCC3CCCO3)s2)cc1OC (stereo not drawn) | -1% | -2% | 5% | 0% | -0.2 | 1% | 55% | 1% | 12%
CC(C)c1ccc(NC(=O)C2CCN(C(=O)[C@@H]3Cc4ccccc4CN3)CC2)cc1 | -1% | -9% | -2% | 1% | 1.4 | ? | 8% | -19% | -15%
C=CCc1ccccc1Oc1cc(F)nc(N)n1 | -4% | -10% | 14% | -2% | -0.7 | 0% | 13% | ? | 6%
O=C(CN1CCCCC1)N/N=C/c1ccccc1OCc1ccccc1 | 10% | -2% | 4% | -5% | 0.0 | 31% | -18% | -5% | 5%
Cc1cc(Br)ccc1OCC(=O)N1CCCCCC1 | 6% | -3% | 11% | -7% | -0.9 | -29% | 0% | ? | 12%
CC1CN(C)C(C)C/C1=N\Oc1ccc([N+](=O)[O-])cc1 (stereo not drawn) | 9% | -7% | 0% | -6% | 2.9 | -5% | 11% | -16% | 19%
Cc1ccc(CNC(=S)NCc2ccncc2)cc1 | 0% | -1% | 6% | -3% | 0.2 | -1% | 3% | -9% | 114%[activator]
COc1ccc(OC)c(-c2cc(C(=O)N3CCCc4ccccc43)no2)c1 | -1% | -5% | -4% | -11% | -0.3 | 26% | 10% | -13% | -16%
O=C(O)CCN1CCc2ccccc2C1c1ccncc1 (stereo not drawn) | 12% | -17% | 35%[activator] | 0% | 0.6 | 1% | ? | 5% | -14%
Cn1c(=O)c2c(nc(SCC(=O)Nc3ccccc3N3CCCCC3)n2C)n(C)c1=O | . | -5% | -4% | -1% | -1.6 | 2% | 0% | -20% | 1%
Cc1ccc(S(=O)(=O)NCC(=O)OCC(=O)NCc2cccs2)cc1 | 3% | 0% | 41% | . | 0.0 | -5% | . | . | 14%
COc1cc(OC)cc(-c2c(C#Cc3ccsc3)c3cc(-c4ccc(SC)cc4)ccc3n2C)c1 | -1% | 11% | 37% | . | . | -4% | . | . | 27%
COc1ccc(CCNC(=O)C(=O)NCC2OCCN2S(=O)(=O)c2ccc(Br)cc2)cc1 (stereo not drawn) | 4% | -10% | ? | 2% | -0.3 | 20% | 2% | 7% | 6%
CCOC(=O)N1CCN(S(=O)(=O)c2c(C)nc3scc(C)n3c2=O)CC1 | -11% | -3% | -13% | 1% | 0.6 | -7% | -2% | -4% | -19%
Cc1sc2c(c1C)c(=O)n(Cc1ccccc1)c(=O)n2CC(=O)N(C)c1ccccc1 | -10% | 3% | . | -10% | 1.3 | -29% | 1% | -12% | 14%
CC(=O)Nc1ccc(S(=O)(=O)NCCc2cn3ccsc3n2)cc1 | 6% | -11%[60.1 µM] | . | 0% | 0.5 | -12% | -24% | 10% | -14%
CC1CCN(CC(=O)c2c[nH]c3ccccc23)CC1 | 8% | -1% | -2% | 3% | 0.7 | ? | 33% | -12% | -10%
O=S(=O)(c1ccc(Cl)cc1Br)N1CCCCC1 | 4% | -7% | -1% | -3% | -0.8 | -13% | 0% | -3% | 1%
Cc1ccc(N2C(=O)C3ON(c4ccccc4)C(c4ccncc4)C3C2=O)cc1 (stereo not drawn) | 8% | -24% | -4% | 4% | -0.3 | -39% | 21% | -10% | -6%
CC(C)N(CCO)C(=O)CCc1nnc(CCCc2ccccc2)o1 | 1% | -2% | -1% | -1% | -0.1 | -13% | -18% | -11% | 4%
COc1ccc(OC)c(CN2CCN(C(=O)c3cccc(S(=O)(=O)Nc4ccc(F)cc4)c3)CC2)c1 | -12% | -9% | . | . | . | ? | . | . | 16%
Cc1ccnc2nc(C(=O)Nc3ccc(S(=O)(=O)N4CCCC4)cc3)nn12 | 5% | -9% | 5% | 2% | -1.2 | -8% | 32% | -6% | 3%
COc1cccc(-c2sc3ccccc3c2-c2ccc(OCCN3CCCC3)cc2)c1 | 4% | 1% | 6% | . | . | ? | . | . | 1%
CC1=C(C(=O)OCc2ccccc2)C(c2cccnc2)n2ncnc2N1 (stereo not drawn) | 8% | -2% | -2% | -1% | -0.2 | 0% | 6% | -2% | 6%
CC(C)C(NC(=O)C1CCCCC1)C(=O)Nc1ccc2c(c1)OCCO2 (stereo not drawn) | 5% | -4% | -2% | 2% | 0.1 | -22% | 0% | -19% | 7%
CCCc1cc(=O)oc2cc(C)cc(OCc3nn[nH]n3)c12 | -2% | -6% | 9% | -1% | 0.2 | -18%&65% | 8% | -5% | 16%
COc1ccc2sc(N(CCCN(C)C)C(=O)c3ccc(C(=O)c4ccccc4)cc3)nc2c1 | -10% | -15% | 2% | . | 0.8 | ? | . | . | 40%[activator]
Cc1cc(C)c(NS(=O)(=O)c2c(C(=O)N3CCOCC3)c(C)n(C)c2C)c(C)c1 | -2% | 4% | -9% | 1% | -0.5 | 2% | 57% | -3% | 17%

(more compounds)
Results follow in this order: ERG-DNA inh, POLK inh, APE1 inh, BLM helicase inh, TRHR agonist, 12-LOX inh, Pol beta inh, Apoferritin bind, POLI inh
COc1ccc(S(=O)(=O)NC2CCCCC2)cc1F
    -12%, -1%, 80%[activator], 0%, -0.8, 0%, 27%, -19%, 11%
O=C(COC(=O)c1ccccc1N1C(=O)C2C3CCC(C3)C2C1=O)c1ccccc1 (stereo not drawn)
    -4%, -8%, 13%, -4%, -0.3, -6%, 11%, 4%, 6%
S=c1[nH]nc(-c2cc(-c3ccccc3)n[nH]2)n1/N=C/c1ccc(Br)s1
    -3%, ?, ?, -24%, -0.4, 25µM*, 18µM*, -13%, 22µM*
Cc1ccc(OCCC(=O)Nc2c(C)n(C)n(-c3ccccc3)c2=O)cc1
    9%, -2%, 2%, -9%, -1.6, 284%[activator], -21%, 35%[activator], 1%

3 entries from above, field by field:
SMILES: O=C(COC(=O)c1ccccc1N1C(=O)C2C3CCC(C3)C2C1=O)c1ccccc1 (stereo not drawn)
  ERG-DNA inh = -4% | POLK inh = -8% | APE1 inh = 13% | BLM helicase inh = -4% | TRHR agonist = -0.3 | 12-LOX inh = -6% | Pol beta inh = 11% | Apoferritin bind = 4% | POLI inh = 6%
SMILES: S=c1[nH]nc(-c2cc(-c3ccccc3)n[nH]2)n1/N=C/c1ccc(Br)s1
  ERG-DNA inh = -3% | POLK inh = ? | APE1 inh = ? | BLM helicase inh = -24% | TRHR agonist = -0.4 | 12-LOX inh = 25µM* | Pol beta inh = 18µM* | Apoferritin bind = -13% | POLI inh = 22µM*
SMILES: Cc1ccc(OCCC(=O)Nc2c(C)n(C)n(-c3ccccc3)c2=O)cc1
  ERG-DNA inh = 9% | POLK inh = -2% | APE1 inh = 2% | BLM helicase inh = -9% | TRHR agonist = -1.6 | 12-LOX inh = 284%[activator] | Pol beta inh = -21% | Apoferritin bind = 35%[activator] | POLI inh = 1%
